Screens (PubChem BioAssay)
PrPC surface inh: cell surface PrPC inhibition, primary TR-FRET screen; P04156; TR-FRET read-out; inhibition, % at 13.8 µM; hit rate 0.43% among 370,000; AID 720596; in the data active = inhibition above about 24%; also: 0% = median of the test wells and 100% = reference compound wells
Mtb BioA inh: blocks M. tuberculosis BioA enzyme activity | hit rate 0.096% among 360,000 | purified M. tuberculosis BioA enzyme, plate reader | inhibition, % at 9.99 µM; in the data active = inhibition above about 40%; inconclusive = no clear call, values can overlap the other calls
Mtb UGM inh: inhibitors of M. tuberculosis UDP-galactopyranose mutase | purified UGM, fluorescence polarization probe displacement | inhibition, % at 10 µM | hit rate 0.06% among 320,000 | AID 504406; in the data active = inhibition above about 10%, passing the limit was not always enough; inconclusive = no clear call, values can overlap the other calls
Target sequence (P9WIQ1 whole entry, looked up): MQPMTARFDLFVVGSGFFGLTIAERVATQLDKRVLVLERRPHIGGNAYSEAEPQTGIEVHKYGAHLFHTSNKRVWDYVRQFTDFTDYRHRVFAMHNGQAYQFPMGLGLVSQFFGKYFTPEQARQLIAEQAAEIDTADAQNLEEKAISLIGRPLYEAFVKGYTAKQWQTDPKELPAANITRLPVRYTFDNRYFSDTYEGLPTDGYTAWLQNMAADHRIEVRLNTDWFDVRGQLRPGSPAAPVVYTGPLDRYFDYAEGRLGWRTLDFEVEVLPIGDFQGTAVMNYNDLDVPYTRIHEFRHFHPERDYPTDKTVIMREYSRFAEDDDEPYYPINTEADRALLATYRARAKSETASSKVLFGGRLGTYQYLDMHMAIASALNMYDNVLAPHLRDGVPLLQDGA
FadD28 FP inh: M. tuberculosis FadD28 bisubstrate binding inhibition; FadD28 bisubstrate probe binding, fluorescence polarization; inhibition, % at 12.5 µM; hit rate 0.22% among 360,000; AID 588549; in the data active = inhibition above about 8.5%, passing the limit was not always enough; inconclusive = no clear call, values can overlap the other calls
GDH-TPI inh: GDH-TPI coupled enzyme inhibition counter-screen. GDH-TPI coupled enzyme counterscreen, NADH absorbance. hit rate 1.2% among 360,000. inhibition, % at 4.8 µM. AID 588335;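 also: 0% = DMSO wells and 100% = wells lacking the enzyme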
Mtb FBA inh: inhibitors of M. tuberculosis fructose-bisphosphate aldolase; P9WQA3; purified M. tuberculosis FBA, fluorescence read-out; inhibition, % at 1 µM; hit rate 2.3% among 360,000; AID 588726; in the data active = inhibition above about 27%;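 also: 0% = vehicle and 100% = reference inhibitor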
BoNT A protease: BoNT A light chain protease inhibition. multiplex microsphere protease substrate cleavage, flow cytometry. inhibition, % at 10 µM. hit rate 0.17% among 360,000. AID 588499; in the data active = inhibition above about 30%; inconclusive = no clear call, values can overlap the other calls; also: plate controls were buffer without enzyme for full effect and enzyme alone for no effect
CCHF vOTU inh: CCHFV vOTU protease inhibition | inhibition, % at 11.5 µM | Pep-AMC fluorescence | hit rate 0.55% among 370,000; also: 0% = vehicle wells with enzyme and 100% = no enzyme wells
BoNT F protease: BoNT F light chain protease inhibition. hit rate 0.22% among 360,000. Multiplex microsphere protease cleavage assay, flow cytometry. inhibition, % at 10 µM; in the data active = inhibition above about 35%, passing the limit was not always enough; inconclusive = no clear call, values can overlap the other calls; also: plate controls were buffer without enzyme for full effect and enzyme alone for no effect
An asterisk follows results filed as active; ? = inconclusive; nt = no result given; & = joins results of further samples. Rule as the data show it, unless noted: active = inhibition above about 30%; inactive = the rest.

No.	SMILES	PrPC surface inh	Mtb BioA inh	Mtb UGM inh	FadD28 FP inh	GDH-TPI inh
1	COC(=O)COc1ccc(C2NC(=O)NC(C)=C2C(=O)NCc2ccccc2)cc1OC (stereo not drawn)	0	1.0	3.1	0.1	5
2	C[C@@H]1CN([C@@H](C)CO)S(=O)(=O)c2ccc(C#Cc3cccc(F)c3)cc2O[C@@H]1CN(C)CC1CC1	-11	-2.2&0.6	nt	-1.4	10
3	CCN(c1ccccc1)S(=O)(=O)c1cc(OC)ccc1OC	5	-0.1	1.0	-0.8	2
4	CC12CCC(=O)N1C(C(=O)Nc1nc3ccc(Cl)cc3s1)CS2 (stereo not drawn)	-2	-0.5	2.4	-5.5	2
5	CCOc1ccccc1OCCn1nc2ccccc2n1	1	0.9	-0.4	-0.1	7
6	COc1ccccc1OCCCn1cc(C#N)c2ccccc21	5	3.2	-1.9	-2.8	5
7	CC1(C)CC(=O)C(CC2=C(O)CC(C)(C)CC2=O)C(=O)C1	-3	nt	-0.9	-0.1	-6
8	CCOC(=O)CNC(=S)NN(C)C	2	-0.9	-3.9	0.8	13

No.	Mtb FBA inh	BoNT A protease	CCHF vOTU inh	BoNT F protease
1	-1	-0.7	9	-6
2	0	-0.4	7	-7
3	-2	1.4	7	1
4	3	3.6	-1	-1
5	-1	3.4	-8	?
6	1	-0.1	10	-7
7	-2	-0.4	-25	-3
8	1	-0.6	-11	-3

(cont.)
No.	SMILES	PrPC surface inh	Mtb BioA inh	Mtb UGM inh	FadD28 FP inh	GDH-TPI inh
9	O=C(NCc1ccccc1)c1onc(CSc2ccc(F)cc2)c1C(=O)NCc1ccccc1	3	1.3	-1.0	-2.3	6
10	CCN(CC)c1ccc(/C=N/Nc2cccc(C)c2)c(O)c1	10	nt	-2.5	-3.4	15
11	COc1ccc(-c2cc(C(=O)N/N=C(\C)c3ccco3)c3ccccc3n2)c(OC)c1	2	-0.7	-2.0	-1.3	29
12	Cc1ccc(C)c(S(=O)(=O)N2CCN(c3nc(CN4CCOCC4)nc4sc(C)c(C)c34)CC2)c1	5	-1.5	-2.7	-1.4	1
13	CCOC(=O)N(C)C[C@@H]1OCc2cnnn2CCCC(=O)N([C@H](C)CO)C[C@H]1C	-1	-2.0&3.4	nt	-4.3	-9
14	CCCCCCOc1ccc(N2C(=O)CC(SCCN)C2=O)cc1 (stereo not drawn)	6	4.3	2.0	-2.4	-3
15	CCSc1nc2cc(OC)c(OC)cc2c(=O)n1CC	-7	1.8	-1.8	-1.6	3
16	CC1Cc2ccccc2N1C(=O)C1CCN(S(=O)(=O)c2cccs2)CC1 (stereo not drawn)	4	-3.0	-2.8	0.8	2

No.	Mtb FBA inh	BoNT A protease	CCHF vOTU inh	BoNT F protease
9	-1	0.7	-5	-8
10	-1	1.5	18	-8
11	4	2.4	-3	5
12	3	0.5	-3	0
13	-3	0.3	-7	0
14	0	-7.5	-5	-14
15	5	0.0	-6	2
16	-1	1.4	-1	8

2 of the compounds above, in transposed form:
11: COc1ccc(-c2cc(C(=O)N/N=C(\C)c3ccco3)c3ccccc3n2)c(OC)c1
13: CCOC(=O)N(C)C[C@@H]1OCc2cnnn2CCCC(=O)N([C@H](C)CO)C[C@H]1C
screen / no.	11	13
PrPC surface inh	2	-1
Mtb BioA inh	-0.7	-2.0&3.4
Mtb UGM inh	-2.0	nt
FadD28 FP inh	-1.3	-4.3
GDH-TPI inh	29	-9
Mtb FBA inh	4	-3
BoNT A protease	2.4	0.3
CCHF vOTU inh	-3	-7
BoNT F protease	5	0

Limited to BoNT A protease and PrPC surface inh (6 entries from above):
No.	molecule	BoNT A protease	PrPC surface inh
14	CCCCCCOc1ccc(N2C(=O)CC(SCCN)C2=O)cc1 (stereo not drawn)	-7.5	6
11	COc1ccc(-c2cc(C(=O)N/N=C(\C)c3ccco3)c3ccccc3n2)c(OC)c1	2.4	2
10	CCN(CC)c1ccc(/C=N/Nc2cccc(C)c2)c(O)c1	1.5	10
16	CC1Cc2ccccc2N1C(=O)C1CCN(S(=O)(=O)c2cccs2)CC1 (stereo not drawn)	1.4	4
9	O=C(NCc1ccccc1)c1onc(CSc2ccc(F)cc2)c1C(=O)NCc1ccccc1	0.7	3
15	CCSc1nc2cc(OC)c(OC)cc2c(=O)n1CC	0.0	-7

Further results
No.	SMILES	PrPC surface inh	Mtb BioA inh	Mtb UGM inh	FadD28 FP inh	GDH-TPI inh
17	C=COC(=O)CSc1nc(-c2cccs2)ccc1C#N	6	-0.7	0.5	-0.8	16
18	CN(CC(=O)O/N=C(\N)c1ccc(Br)cc1)S(=O)(=O)c1ccccc1	1	-1.2	1.6	-0.2	-7
19	O=C(NCCc1ccccc1)/C(=C\c1ccc([N+](=O)[O-])cc1)NC(=O)c1ccco1	-36	-2.1	-0.4	1.5	19
20	O=C(Cc1c(F)c(F)c(F)c(F)c1F)OC12CC3CC(C1)C(=O)C(C3)C2	-4	-3.6	0.6	0.8	1
21	CCCCc1ccc(NC(=O)N[C@H](C(=O)O)C(C)C)cc1	4	-2.0	-0.2	-3.9	-8
22	COc1ccc(/C=N/NC(=O)c2ccc(O)cc2O)cc1CSc1ccccn1	5	1.0	-0.9	-0.5	38*
23	NS(=O)(=O)c1ccc(CCNc2nn3c(-c4ccc(F)c(Cl)c4)cnc3s2)cc1	20	0.7	nt	-4.5	-1
24	CCCC(C)NC(=O)c1c2c(nc3ccccc13)CCC2 (stereo not drawn)	-4	nt	1.1	0.1	1

No.	Mtb FBA inh	BoNT A protease	CCHF vOTU inh	BoNT F protease
17	30*	13	-8	-3
18	0	4.0	-1	2
19	-1	0.6	14	-8
20	4	-0.2	5	2
21	-3	-0.4	-2	-6
22	-1	-0.8	10	0
23	0	0.1	9	-5
24	3	0.3	-11	-4

More structures follow:
No.	SMILES	PrPC surface inh	Mtb BioA inh	Mtb UGM inh	FadD28 FP inh	GDH-TPI inh
25	CCOc1ccc(NC(=O)CSc2ncc(-c3ccc(F)cc3)n2Cc2ccco2)cc1	12	nt	3.9	-2.6	4
26	O=c1c2ccccc2nc(SCC2CCCCO2)n1-c1ccccc1 (stereo not drawn)	2	-0.5	-0.9	-0.2	4
27	Cn1cc(CN2CCC(n3nccc3NC(=O)c3ccccc3Cl)CC2)c2ccccc21	-12	-0.1	-1.2	1.0	11
28	Cc1noc(C)c1-c1ccc(C(=O)NCc2ccco2)c2occc12	-4	1.4	nt	-1.2	6

No.	Mtb FBA inh	BoNT A protease	CCHF vOTU inh	BoNT F protease
25	-2	-1.1	19	0
26	2	-1.2	-17	9
27	6	-0.2	4	1
28	0	-0.5	2	-5
